Screening results deposited in PubChem BioAssay by several laboratories.
14-3-3 Bad inh – inhibitors of 14-3-3 zeta/Bad binding, primary screen, biochemical, TR-FRET, bovine 14-3-3 zeta | 14-3-3 protein zeta/delta (Bos taurus), P63103 | TR-FRET 14-3-3zeta/Dy647-pBad peptide displacement, 1 h | inhibition, % at 21.7 µM | 220,000 tested, 0.71% active | AID 781, 2007;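 active = inhibition above about 70%, limit read from the data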;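 also: 0% = full 14-3-3 plus peptide FRET controls and 100% = background without 14-3-3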
Target sequence (P63103 whole entry, looked up): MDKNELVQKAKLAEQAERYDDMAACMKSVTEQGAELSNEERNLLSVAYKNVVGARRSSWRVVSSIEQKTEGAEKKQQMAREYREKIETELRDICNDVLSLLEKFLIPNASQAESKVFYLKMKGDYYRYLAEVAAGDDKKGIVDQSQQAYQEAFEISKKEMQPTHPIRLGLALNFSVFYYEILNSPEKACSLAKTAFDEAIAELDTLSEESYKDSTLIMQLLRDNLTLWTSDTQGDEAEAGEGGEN
Runt-CBFb FRET – inhibitors of RUNX1 Runt–CBFb binding, primary screen, biochemical, FRET, Cerulean-Runt, Venus-CBFb, uHTS; Cerulean-Runt/Venus-CBFb FRET ratio 530/480, 1 h; 220,000 tested, 0.46% active; Runt-related transcription factor 1 (Homo sapiens) + Core-binding factor subunit beta …; inhibition, % at 20 µM;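 active = inhibition over about 50% at 20 µM in the single-dose screen, limit read from the data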;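 also: 0% = DMSO wells and 100% = excess unlabeled CBFb competitor control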
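Assay system: Cerulean-tagged RUNX1 Runt domain (FRET donor) fusion protein / Amount: 100 nM each of Venus-CBFb and Cerulean-Runt domain / Medium: Tris buffer pH 7.5 with salts and BSA / Also added: Venus-CBFb 100 nM / Schedule: 1 h complex formation plus 1 h compound treatment, room temperature / Signal: FRET fluorescence / Read-out: loss of energy transfer signal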
FXIIa inh 1536 – human FXIIa protease inhibitors, primary screen, biochemical, 1536-well. Coagulation factor XII (Homo sapiens), P00748. AID 800, 2007. 220,000 tested, 0.3% active. purified FXIIa, Boc-QGR-AMC fluorogenic substrate, 2 h. inhibition, % at 5 µM; in the data active = inhibition above about 40%;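 also: 0% = enzyme with no compound and 100% = blank without enzyme; many of its hits are not listed in these tables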
FXIa inh – human FXIa protease inhibitors, primary screen, biochemical, 1536-well. AID 798, 2007. inhibition, % at 5 µM. purified FXIa, Boc-Glu-Ala-Arg-AMC fluorogenic substrate. 220,000 tested, 0.14% active;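 active = inhibition of at least 40%; inactive = inhibition below 40%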;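 also: fluorescence of freed AMC excited at 355 nm; 0% = enzyme without compound and 100% = no enzyme blank; many of its hits are not listed in these tables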
Wee1 stabilizer – Wee1 degradation inhibitors, primary screen, cell-based, HeLa, Wee1K328M-luciferase, luminescence | Wee1-like protein kinase (Homo sapiens), P30291 | HeLa Luc-Wee1K328M stability; 100% = proteasome inhibitor MG132 effect | reporter increase, % at 5 µM | 220,000 tested, 1.2% active | AID 1321, 2008;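 active = activation above the mean of all tested compounds plus 3 SD, set per screening run, cut at about 8.8% in these data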;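 also: cells exposed to compound for 20 h before luminescence read; 0% = DMSO alone and 100% = MG132 at 30 µM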
KLK5 inh – human KLK5 protease inhibitors, primary screen, biochemical, 1536-well; Kallikrein-5 (Homo sapiens), Q9Y337; recombinant hK5, fluorogenic AMC substrate cleavage; inhibition, % at 5 µM; 210,000 tested, 0.59% active;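 active = inhibition of 40% or more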;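 also: 0% = enzyme controls without compound and 100% = no-enzyme blanks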
Target sequence (Q9Y337 67-293 limits assumed): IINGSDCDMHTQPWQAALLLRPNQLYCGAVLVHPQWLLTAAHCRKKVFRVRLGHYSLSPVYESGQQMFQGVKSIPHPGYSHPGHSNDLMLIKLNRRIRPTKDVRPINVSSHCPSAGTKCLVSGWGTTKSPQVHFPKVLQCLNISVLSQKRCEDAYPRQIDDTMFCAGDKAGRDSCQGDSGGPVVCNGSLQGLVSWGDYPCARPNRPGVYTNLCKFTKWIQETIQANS
Hck-Nef inh – inhibitors of Nef-activated human Hck kinase, primary screen, biochemical, Z-Lyte FRET, 384-well, Hck-YEEI; Tyrosine-protein kinase HCK (Homo sapiens), P08631; Recombinant Hck-YEEI plus Nef, Z-Lyte FRET kinase assay; inhibition, % at 20 µM; 220,000 tested, 0.68% active; AID 463187, 2010;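 active = Hck-Nef kinase inhibition above about 50%, limit read from the data; inactive = inhibition below that limit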;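 also: 0% = DMSO with Hck plus Nef and 100% = Hck alone without Nef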
Target sequence (P08631 whole entry, looked up): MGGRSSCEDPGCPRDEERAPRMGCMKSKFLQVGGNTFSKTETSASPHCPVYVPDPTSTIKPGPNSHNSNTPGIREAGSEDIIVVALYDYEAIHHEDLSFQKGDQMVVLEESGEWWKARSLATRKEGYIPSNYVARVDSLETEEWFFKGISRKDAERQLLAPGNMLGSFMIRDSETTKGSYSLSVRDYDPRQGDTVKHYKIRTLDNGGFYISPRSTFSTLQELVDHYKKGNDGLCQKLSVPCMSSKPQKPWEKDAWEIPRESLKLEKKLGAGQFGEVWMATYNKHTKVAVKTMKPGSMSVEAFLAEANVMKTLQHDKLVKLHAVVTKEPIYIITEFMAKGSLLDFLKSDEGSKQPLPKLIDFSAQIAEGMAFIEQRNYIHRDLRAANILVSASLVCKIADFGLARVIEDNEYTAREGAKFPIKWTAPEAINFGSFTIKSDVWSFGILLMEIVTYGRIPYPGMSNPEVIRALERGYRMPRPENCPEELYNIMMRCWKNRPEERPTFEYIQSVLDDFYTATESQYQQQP
thrombin 1536 – human alpha-thrombin inhibitors, primary screen, counter-screen for coagulation protease inhibitor project, biochemical, 1536-well, fluorogenic AMC substrate. 220,000 tested, 0.26% active. inhibition, % at 5 µM. Prothrombin (Homo sapiens), P00734. Boc-VPR-AMC fluorogenic substrate cleavage;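 active = inhibition at or above 40%; inactive = inhibition below 40%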;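 also: 0% = enzyme with no compound and 100% = wells without enzyme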
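Material: human alpha-thrombin enzyme / Medium: pH 7.5 Tris (50 mM) with NaCl 150 mM, Tween 20 0.05% / Compound: single-point dosing at 5 µM, 0.2% DMSO / Incubation: enzyme reaction carried out at room temperature / Detection: AMC fluorescence, 355/460 nm / Read-out basis: percent inhibition scaled between no-compound controls and no-enzyme blanks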
Runt-SMMHC FRET – inhibitors of RUNX1 Runt–CBFb-SMMHC binding, primary screen, biochemical, FRET, Cerulean-Runt, Venus-CBFb-SMMHC, uHTS; Cerulean-Runt/Venus-CBFb-SMMHC FRET ratio 530/480, 1 h; inhibition, % at 20 µM; 220,000 tested, 0.74% active; AID 1434, 2008;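 active = mean inhibition across duplicate retests at 20 µM reaching about 50%, limit read from the data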;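 also: 0% = DMSO wells and 100% = wells with excess untagged CBFb-SMMHC; inhibitors lower the FRET ratio by blocking Runt binding to CBFb-SMMHC; some results filed as inactive read as strong as hits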
An asterisk follows results filed as active; . = not tested or not shown; [ ] = another dose, or the depositor's remark.

SMILES | 14-3-3 Bad inh | Runt-CBFb FRET | FXIIa inh 1536 | FXIa inh | Wee1 stabilizer | KLK5 inh | Hck-Nef inh | thrombin 1536 | Runt-SMMHC FRET
NC1=NC2(CCC(c3ccccc3)CC2)n2c(nc3ccccc32)N1 (stereo not drawn) | 4.2 | 3.3 | 8.3 | -13.8 | -0.5 | -16.0 | 3.0 | -0.8 | 4.0
CC1CCCC(NC(=O)COC(=O)[C@@H](NC(=O)c2ccco2)C(C)C)C1C (stereo partly drawn) | -5.4 | -1.9 | 7.3 | -0.2 | 7.8 | 11.5 | 3.7 | -2.6 | 1.5
FC(F)(F)c1nnc2sc(-c3ccncc3)nn12 | -2.3 | 1.2 | 13.1 | 0.0 | 1.0 | -18.3 | 1.3 | -1.8 | -1.9
CC(=O)Nc1ccc(S(=O)(=O)Nc2cccc(C(=O)NC(C)(C)C)c2)cc1 | -4.4 | -0.6 | 11.3 | -1.6 | -1.6 | 10.5 | 0.2 | -3.8 | 2.7
COc1ccc(N(C(C)C(=O)Nc2ccc(S(=O)(=O)N3CCOCC3)cc2)S(C)(=O)=O)cc1 (stereo not drawn) | 0.4 | -5.6 | 8.2 | -4.0 | -0.5 | -1.3 | 21.3 | -10.3 | 0.8
COc1ccccc1N1CCN(C(=O)c2ccccc2NC(=O)C2CCCCC2C(=O)O)CC1 (stereo not drawn) | -17.1 | -2.2 | 10.8 | 5.5 | -1.5 | -2.7 | 4.9 | 0.1 | 4.0
O=C(CCC(=O)c1ccc(F)cc1)Nc1cccc(C(F)(F)F)c1 | -18.3 | -0.9 | 15.7 | 4.5 | -0.6 | -6.4 | 1.3 | -4.3 | -3.1
COC(=O)C(CCCN1C(=O)c2ccccc2C1=O)(NC(C)=O)c1nnn(C)n1 (stereo not drawn) | -1.9 | -1.9 | 7.3 | 2.2 | -2.4 | -1.6 | 12.7 | . | -0.9
O=C(C1CCN(CC2CCCCC2)CC1)N1CCCC1 | 13.7[fluorescence artefact?] | -1.6 | 10.7 | 2.3 | -2.1 | -3.1 | -6.1 | -3.5 | 5.7
COc1cc(C2Nc3ccccc3NC3=C2C(=O)CC(c2ccc(OC)c(OC)c2)C3)ccc1O (stereo not drawn) | 0.8 | 11.3 | 3.7 | -2.2 | -1.3 | 1.2 | 14.6 | -1.1 | 55.7*
Cc1onc(-c2ccccc2)c1C(=O)c1c[nH]c(C(=O)NCc2ccncc2)c1 | -9.7 | -0.7 | 14.3 | -1.6 | 2.5 | -8.5 | 22.8 | -4.2 | -0.2
Cc1ccc(-n2nc3c(c2NC(=O)c2c(-c4ccccc4Cl)noc2C)CSC3)cc1 | -1.2 | -5.4 | -6.7 | 2.4 | -1.9 | -3.6 | 2.3 | 1.5 | -16.6
O=[N+]([O-])c1ccccc1NCCOc1ccccc1 | -4.1[fluorescence artefact?] | -2.4 | 7.4 | 0.3 | -1.5 | -13.9 | 1.8 | -5.8 | -41.6
Cc1ccc(-n2nc3c(c2NC(=O)/C=C\c2ccc4c(c2)OCO4)CSC3)c(C)c1 | -2.1[fluorescence artefact?] | -4.4 | 8.7 | 5.5 | 4.3 | -10.3 | -2.0 | -1.9 | -1.6
O=C(NC(=S)Nc1ccccc1Cl)c1cnn2c(C(F)(F)F)cc(C(F)(F)F)nc12 | -0.4 | 2.8 | 9.2 | -3.7 | -2.1 | -9.1 | 10.1 | 3.4 | -2.0
COC(=O)CC1C(=O)NCCN1C(=O)Nc1ccc(Cl)c(Cl)c1 (stereo not drawn) | -5.1 | -1.2 | . | -4.8 | -1.5 | -3.9 | -18.7 | -9.5 | -26.3
Cc1cccc(CSc2nc3c(c(=O)[nH]2)CCCC3)c1 | 13.7[fluorescence artefact?] | -1.0 | 13.7 | 7.4 | 2.7 | -7.8 | 3.3 | 2.1 | 3.3
CC1CCC(NC(=O)CC(C)(C)Cc2nc3ccccc3c(=O)[nH]2)CC1 (stereo not drawn) | -2.6 | -4.1 | -6.6 | -8.7 | 0.9 | 6.0 | 2.2 | 4.3 | -1.4
CC1=C(C(=O)Nc2ccc(Cl)cc2)C(c2cccs2)n2nnnc2N1 (stereo not drawn) | -11.6 | 0.2 | -10.3 | 2.3 | 1.3 | 21.2 | 0.0 | 21.2 | 3.8
Cn1c(=O)c2c(ncn2CC(=O)N/N=C/C=C/c2ccccc2[N+](=O)[O-])n(C)c1=O | -0.6 | 4.0 | 2.1 | -3.4 | -0.1 | -2.4 | 11.6 | -7.0 | -1.5
COc1ccc(Br)cc1/C(C)=N/NC1=NCCN1 | 24.0 | 1.0 | 10.4 | 0.8 | 2.5 | -19.2 | 2.5 | -5.1 | -5.6
O=C(CSc1nnc(-c2cccs2)o1)N1CCc2ccccc21 | -9.7[fluorescence artefact?] | -1.5 | 5.7 | -0.8 | -2.5 | 0.3 | 2.1 | -1.4 | -1.3
O=C1CSC(c2cccnc2)N1c1cccc(Cl)c1 (stereo not drawn) | -18.2 | -2.1 | 3.9 | -5.0 | 3.8 | -12.8 | -6.8 | 2.1 | -5.7
CCN(CC)S(=O)(=O)c1ccc(OC)c(NC(=O)C2CC(=O)N(c3ccc(C)cc3)C2)c1 (stereo not drawn) | -10.6 | -2.8 | 5.3 | -5.7 | -2.8 | -1.7 | 17.3 | 0.7 | 1.5
CCOc1ncccc1C(=O)OCC(=O)c1cccc(Br)c1 | -2.2 | -2.3 | 3.8 | -0.9 | 0.4 | 7.5 | 1.2 | -2.8 | -0.8
(continued)
SMILES | 14-3-3 Bad inh | Runt-CBFb FRET | FXIIa inh 1536 | FXIa inh | Wee1 stabilizer | KLK5 inh | Hck-Nef inh | thrombin 1536 | Runt-SMMHC FRET
COc1ccc(S(=O)(=O)Nc2ccccc2Cl)cc1NC(C)=O | 91.3* | -1.8 | 4.6 | -3.0 | 4.4 | 1.7 | 16.3 | -3.1 | -4.9
CCCCOP(=O)(OCCCC)C(Nc1ccccc1)c1ccc2c(c1)OCO2 (stereo not drawn) | -1.8[fluorescence artefact?] | -8.6 | 5.2 | 2.9 | 0.6 | -27.9 | 0.4 | -7.2 | -6.0
CN(NC1OC(=O)c2ccccc21)c1ccccc1[N+](=O)[O-] (stereo not drawn) | -5.4 | 2.6 | 10.5 | -2.5 | 0.9 | -0.6 | 11.7 | -3.1 | 1.3
Cc1ccc(NC(=O)CSc2nnc(CN3CCOCC3)n2C)cc1C | -2.9 | -4.0 | -0.3 | -2.0 | 3.1 | -17.5 | -9.6 | -8.7 | 3.1
CC1CCCCN1CCNC(=O)c1cnn2ccccc12 (stereo not drawn) | 4.5 | 2.5 | 10.3 | 5.6 | -0.1 | 1.2 | 0.4 | -0.7 | -3.0
COc1ccc(CNC(=O)C2CCN(C(=O)N(C)C)CC2)c(OC)c1 | 5.0 | 0.5 | 24.1 | 0.1 | 0.9 | -12.6 | -0.7 | 3.8 | -0.6
S=c1[nH]nc(-c2cccs2)n1Cc1ccccc1 | -16.5 | -5.9 | 5.4 | -5.7 | 0.2 | -3.1 | 17.5 | 0.3 | 11.4
C=CCn1c(SCCOc2ccc(OC)cc2)nnc1C(CO)NC(=O)c1ccc(OC)cc1 (stereo not drawn) | 3.8 | 2.0 | 18.8 | 7.0 | -2.0 | 0.6 | -10.7 | 8.0 | -4.6
Cc1c(/C=N/Nc2ccc(C(=O)O)cc2)c2ccccc2n1C | -4.3 | -2.3 | 2.9 | 1.4 | 1.8 | 2.2 | 20.8 | -3.9 | -9.2
O=C1CC(SCCc2nc3ccccc3[nH]2)C(=O)N1c1ccc(Cl)cc1 (stereo not drawn) | 0.4 | 7.7 | 22.3 | 6.9 | 0.7 | -9.2 | -2.1 | 2.2 | 7.4
CCN1C(=O)CS/C1=N\S(=O)(=O)c1ccc(Cl)cc1 | -6.5 | -1.4 | 8.5 | 10.4 | 2.1 | -1.5 | 24.9 | -12.2 | -2.1
O=C(CCS(=O)(=O)c1cc(Br)cc2c1N(C(=O)C1CC1)CC2)NCc1ccco1 | 0.1 | 5.8 | 15.8 | 11.4 | -1.0 | 11.8 | -10.1 | 17.0 | 0.4
O=C(O)c1ccc(CNC(=S)Nc2ccccc2)cc1 | -6.0 | 3.7 | 1.2 | -4.5 | -2.6 | -7.9 | 0.6 | -4.1 | 3.9
O=C1NNC(=O)C2C3C=CC(C4CC34)C12 (stereo not drawn) | -0.5 | 2.6 | 18.6 | 3.7 | 3.1 | -3.5 | 2.6 | 3.4 | -3.4
O=C(COC(=O)CCC(NC(=O)OCc1ccccc1)C(=O)OCC(=O)Nc1ccccc1)Nc1ccccc1 (stereo not drawn) | 6.0 | -1.6 | -0.5 | 0.3 | 0.4 | -5.6 | 1.3 | -6.6 | -2.5
CCc1ccccc1NC1c2ccccc2C(=O)N1c1cccnc1 (stereo not drawn) | 5.6 | 1.0 | 17.9 | 9.8 | -1.9 | -5.4 | 2.6 | -1.0 | -59.2
COc1ccc(C(=O)Nc2ccc([N+](=O)[O-])cn2)cc1OC | 4.6[fluorescence artefact?] | 0.3 | 5.8 | 2.7 | 0.8 | -17.0 | 5.2 | -6.5 | 0.4
COc1ccc(C2CC(=O)C3=C(C2)NC(C)=C(C#N)C3c2ccc(N(C)C)cc2)cc1 (stereo not drawn) | -22.7[fluorescence artefact?] | -1.7 | 10.7 | -3.9 | 0.4 | -15.3 | 0.3 | -4.7 | 14.2

Single records, from the list above.
Profile of Cc1cccc(CSc2nc3c(c(=O)[nH]2)CCCC3)c1 : 14-3-3 Bad inh: 13.7[fluorescence artefact?]; Runt-CBFb FRET: -1.0; FXIIa inh 1536: 13.7; FXIa inh: 7.4; Wee1 stabilizer: 2.7; KLK5 inh: -7.8; Hck-Nef inh: 3.3; thrombin 1536: 2.1; Runt-SMMHC FRET: 3.3
Profile of CCCCOP(=O)(OCCCC)C(Nc1ccccc1)c1ccc2c(c1)OCO2 (stereo not drawn) : 14-3-3 Bad inh: -1.8[fluorescence artefact?]; Runt-CBFb FRET: -8.6; FXIIa inh 1536: 5.2; FXIa inh: 2.9; Wee1 stabilizer: 0.6; KLK5 inh: -27.9; Hck-Nef inh: 0.4; thrombin 1536: -7.2; Runt-SMMHC FRET: -6.0
